Source: PubChem BioAssay
Apaf1 inhib = blocks human Apaf-1 apoptosome activity | O14727 | reconstituted apoptosome caspase-3 activity, DEVD-Rh110 fluorescence | inhibition, % at 20 µM | hit rate 0.71% among 330,000 | AID 489030; active = inhibition of at least 40% at 20 µM;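 note: plate controls were DMSO wells for no effect and DEVD-CHO caspase inhibitor wells for full effect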
Target sequence (O14727 whole entry, looked up): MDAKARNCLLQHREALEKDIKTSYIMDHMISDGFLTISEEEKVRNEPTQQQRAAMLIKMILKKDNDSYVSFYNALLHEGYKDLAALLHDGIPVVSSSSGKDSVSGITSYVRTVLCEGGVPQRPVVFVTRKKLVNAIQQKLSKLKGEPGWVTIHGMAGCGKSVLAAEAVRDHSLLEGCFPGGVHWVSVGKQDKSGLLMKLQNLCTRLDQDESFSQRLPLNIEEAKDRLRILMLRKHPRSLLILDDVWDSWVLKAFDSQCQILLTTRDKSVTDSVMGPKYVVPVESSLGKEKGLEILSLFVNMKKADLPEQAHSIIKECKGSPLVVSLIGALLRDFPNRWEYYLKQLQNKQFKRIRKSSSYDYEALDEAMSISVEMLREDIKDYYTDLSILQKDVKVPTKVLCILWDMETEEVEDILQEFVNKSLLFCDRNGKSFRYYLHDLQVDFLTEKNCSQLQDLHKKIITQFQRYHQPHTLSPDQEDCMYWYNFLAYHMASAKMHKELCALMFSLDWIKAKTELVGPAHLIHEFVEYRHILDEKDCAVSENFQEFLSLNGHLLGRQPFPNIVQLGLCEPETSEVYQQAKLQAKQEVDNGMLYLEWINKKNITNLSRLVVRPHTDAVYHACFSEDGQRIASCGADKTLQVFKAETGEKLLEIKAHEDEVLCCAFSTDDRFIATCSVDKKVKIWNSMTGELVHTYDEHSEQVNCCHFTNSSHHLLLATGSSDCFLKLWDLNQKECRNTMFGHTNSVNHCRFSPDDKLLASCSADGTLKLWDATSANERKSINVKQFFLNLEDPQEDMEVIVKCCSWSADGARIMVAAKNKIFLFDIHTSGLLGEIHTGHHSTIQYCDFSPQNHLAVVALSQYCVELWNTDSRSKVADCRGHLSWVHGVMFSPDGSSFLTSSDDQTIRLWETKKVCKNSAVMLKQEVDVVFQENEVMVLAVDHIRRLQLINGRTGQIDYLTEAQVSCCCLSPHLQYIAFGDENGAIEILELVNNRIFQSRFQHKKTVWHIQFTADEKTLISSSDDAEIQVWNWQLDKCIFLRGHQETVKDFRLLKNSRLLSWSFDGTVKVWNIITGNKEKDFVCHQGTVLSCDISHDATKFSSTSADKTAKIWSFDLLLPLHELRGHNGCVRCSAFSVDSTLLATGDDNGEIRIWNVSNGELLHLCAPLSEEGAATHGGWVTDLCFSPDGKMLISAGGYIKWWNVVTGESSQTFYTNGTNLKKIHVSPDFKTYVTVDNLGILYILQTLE
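System: reconstituted apoptosome with Apaf-1, cytochrome c, caspase-9, procaspase-3, dATP; Signal: Rh110 fluorescence intensity; Schedule: 30 min compound preincubation, 50 min activation, room temperature; Reagent: cytochrome c trigger plus (Z-DEVD)2-Rh110 caspase-3 substrate.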
APOBEC3G inh = blocks human APOBEC3G single-stranded DNA deamination; Q9HC16; recombinant A3G, ssDNA deamination FAM/TAMRA fluorescence; inhibition, % at 20 µM; hit rate 0.28% among 330,000; AID 493012;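 active = inhibition of at least 40% at 20 µM, with no more than 30% in the related APOBEC3A deaminase screen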;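 note: plate controls were DMSO wells with A3G for no effect and wells lacking A3G enzyme for full effect; some compounds called inactive have numbers as strong as hits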
SENP8 block-1 = inhibitors of human SENP8 protease; Q96LD8; recombinant SENP8, Nedd8 substrate fluorescence; AID 602440; inhibition, % at 20 µM; hit rate 0.64% among 360,000; in the data active = inhibition mostly above about 40%, no sharp cut-off; inactive = mostly below about 27%
SENP8 block-2 = SENP8 protease inhibition | Q96LD8 | purified SENP8, Z-RLRGG-aminoluciferin cleavage, luminescence | inhibition, % at 10 µM | hit rate 1.2% among 330,000 | AID 2540; in the data active = inhibition above about 50%
SENP1 inh = blocks the human SENP1 SUMO protease catalytic domain; Q9P0U3; recombinant SENP1 catalytic domain, CyPet-SUMO1-YPet FRET cleavage; inhibition, % at 10 µM; hit rate 0.21% among 360,000; AID 624204;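 active = inhibition at least 30% at 10 µM, raw YFP signal under a set limit, fluorescence ratio 0.5 to 1.5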;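 note: 0% = enzyme with DMSO and 100% = no enzyme wells; some results filed as inactive read as strong as hits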
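Assay system – human recombinant His6-tagged SENP1 catalytic domain enzyme · Input – SENP1 enzyme, 20 pM final · Buffer or medium – Tris pH 8 buffer plus EDTA, NaCl, BME, BSA, NP40, catalase · Schedule – 50 min reaction at room temperature · Technique – FRET read of cyan and yellow fluorescence · Control set – no-enzyme wells low, DMSO-plus-enzyme wells high control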
SENP6 inh = inhibitors of human SENP6 protease; AID 2599; Recombinant SENP6 catalytic domain, aminoluciferin luminescence; hit rate 1.8% among 330,000; inhibition, % at 10 µM;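 active = inhibition above about 50% at the single tested dose, limit read from the data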;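 note: plate controls were DMSO wells with enzyme for no effect and DMSO wells lacking enzyme for full effect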
SENP7 block = inhibitors of human SENP7 protease; AID 434973; inhibition, % at 5 µM; recombinant SENP7, Z-RLRGG-aminoluciferin luminescence, 40 min; hit rate 1.5% among 330,000; Q9BQF6;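 active = inhibition above about 50% at the single test dose, limit read from the data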;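 note: plate controls were DMSO with enzyme for no effect and no enzyme buffer wells for full effect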
UBC13 polyUb = inhibitors of human UBC13 polyubiquitin chain formation; P61088; TR-FRET; hit rate 0.47% among 330,000; inhibition, % at 20 µM; AID 485273; in the data active = inhibition above about 45%, passing the limit was not always enough
Numbers without * were called inactive; i = inactive. Random draw from the library; 3.6% or so of the library scored in one or more.

Each structure is followed by: Apaf1 inhib	APOBEC3G inh	UBC13 polyUb	SENP8 block-1	SENP6 inh	SENP8 block-2	SENP7 block	SENP1 inh
- Cc1cc(N2CCOCC2)nc(SCC(=O)OCc2ccccc2)n1
    2	-2	-10	13	-28	-11	2	2
- O=C(/C=C/c1ccccc1)OCC(=O)N1CCCC1
    1	-4	3	10	-15	-9	1	1
- CCCCn1c(N)c(N(CCC(C)C)C(=O)C2=NN(c3ccccc3)C(=O)CC2)c(=O)[nH]c1=O
    -13	-2	0	2	1	7	3	-2
- Cc1ccc(NC(=O)C2CCCN(C3=NS(=O)(=O)c4ccccc43)C2)c(O)c1 (stereo not drawn)
    5	-2	-17	2	3	-1	3	0
- CN(C)CCCn1c(NCc2ccc3c(c2)OCO3)nc2ccccc21
    -11	-6	14	16	-16	-1	4	-21
- Cc1cccc(Nc2nc(N)c([N+](=O)[O-])c(N3CCCC(C)C3)n2)c1 (stereo not drawn)
    30	1	16	18	3	3	-1	4
- CCOc1ccc2nc(SCC(=O)NCc3ccccc3)[nH]c2c1
    2	-5	-3	8	3	-9	2	2
- S=c1[nH]nc(-c2ccncc2)n1Cc1ccco1
    -1	15	3	13	0	0	-1	4
- Cc1nc2c(c(-c3ccccc3)c1C#N)C(=O)c1ccccc1-2
    1	-2	1	23	0	2	2	1
- CCc1ccccc1NC(=O)c1cnn(-c2ccccc2)c1C
    -6	-2	0	16	3	4	0	2
- CC(=O)Nc1cccc(OCCCOc2ccc([N+](=O)[O-])cc2)c1
    1	-6	6	14	-22	-5	2	2
- Cc1cc(NC(=O)COC(=O)CCS(=O)(=O)c2ccc(Cl)cc2)no1
    4	-16	4	7	-26	-3	-3	3
- CCCNC(=S)N1CCC(C(=O)c2ccc(OC)cc2)CC1
    -7	1	-3	17	-4	2	1	1
- COc1ccc(OC)c2[nH]c(=O)c(CCNC(=O)CC(C)C)cc12
    7	-2	0	-146	-13	-13	12	0
- CCc1cc(=O)oc2cc(OCC(=O)NCCCn3ccnc3)c(Cl)cc12
    2	-4	-4	-50	5	-15	-12	1
- O=C1/C(=C\c2cccnc2)SC(=S)N1C1CCS(=O)(=O)C1 (stereo not drawn)
    -7	-2	-23	10	0	-10	0	1
- O=C(NNC(=O)c1ccc(NC(=O)c2ccccc2)cc1)Nc1ccccc1
    -14	1	3	-7	-32	4	7	0
- O=C(COc1ccc(Br)cc1CO)Nc1ccc(S(=O)(=O)N2CCCCC2)cc1
    6	-7	6	i	-4	2	-6	1
- CCOc1ccc(S(=O)(=O)N(C)c2ccc(OCC(=O)NCC3CCCCC3)cc2)cc1
    9	-7	1	2	-15	-3	3	0
- COc1ccc(CCn2c(C3CCCCC3)nc3c(c(=O)c4ccccc4n3C)c2=O)cc1OC
    23	-1	11	12	-35	-8	1	-1
- Cc1ccc(NC(=O)CCNS(=O)(=O)c2ccc3[nH]c(=O)oc3c2)cc1F
    -11	-9	3	-2	12	6	1	3
- O=C(COC(=O)c1cccs1)NCC1CCCO1 (stereo not drawn)
    -3	-5	3	14	3	1	1	2
- Oc1ccccc1N1CCN(c2ncnc3scc(-c4ccc(F)cc4)c23)CC1
    17	-9	3	13	-4	1	7	-2
- CCOCCn1c(SCC(=O)OCc2ccccc2)nc2c1c(=O)[nH]c(=O)n2C
    0	-3	-7	2	5	1	-2	1
- O=C1NC(NS(=O)(=O)c2ccccc2)(C(F)(F)F)C(=O)N1Cc1cccnc1 (stereo not drawn)
    4	-1	-6	10	-18	-3	0	3
- Cc1ccc2[nH]c3c(=O)n(CC(=O)N4CCN(C)CC4)ncc3c2c1
    2	-3	12	-163	0	-15	2	0
- CCSc1nnc(-c2cccc(S(=O)(=O)N(C)C)c2)n1-c1cc(OC)ccc1OC
    -12	-4	3	20	-5	5	-5	0
- Cc1ccc(-c2csc(NCCc3nc4cc(Cl)c(Cl)cc4n3CCCO)n2)cc1
    16	6	8	-21	-4	0	1	1
- O=C1NC2=C(CCc3ccccc32)C(c2ccc(Br)cc2)N1 (stereo not drawn)
    69*	-4	-15	-311	43	26	15	-45
- CCCOc1cccc(C(=O)Nc2ccc(Br)cc2F)c1
    -4	-1	-2	11	-15	-2	5	2

(cont.)
Each structure is followed by: Apaf1 inhib	APOBEC3G inh	UBC13 polyUb	SENP8 block-1	SENP6 inh	SENP8 block-2	SENP7 block	SENP1 inh
- C/C(=N\NC(=O)C1CC1)c1ccc2c(c1)OCCO2
    12	-6	-10	6	-30	-6	-8	3
- COc1cccc(C(=O)NCCNC(=O)c2ccco2)c1
    1	-7	2	15	-17	-3	-1	1
- CCOC(=O)c1ccc(N2CN(C3CCCCC3)CNC2=S)cc1
    2	-10	6	8	-9	-8	2	3
- O=C(CNC(=O)c1ccc(Cl)cc1)c1ccccc1
    -9	-8	1	15	7	-8	32	-1
- O=C(NC1CCCCC1)C(c1ccncc1)N(Cc1ccc(F)cc1)C(=O)c1ccccn1 (stereo not drawn)
    4	-4	-3	7	9	4	3	-1
- COc1ccc(NC(=O)C2CC(=O)OC2(C)C)cc1 (stereo not drawn)
    -29	-4	-4	16	-30	-1	-3	2
- Cc1n[nH]c(=S)n1/N=C/c1ccc(-c2ccc(Cl)cc2)o1
    -22	11	-8	-40	-11	1	-6	-6
- C/C(=N\NC(=O)c1cccc(N/N=C(\C)c2ccc([N+](=O)[O-])cc2)c1)c1ccc([N+](=O)[O-])cc1
    -16	2	-68	22	0	-3	-2	12
- CC(=O)NC(CC(=O)OC(C)C(=O)Nc1ncc(Cl)cc1Cl)c1ccccc1 (stereo not drawn)
    4	-4	-8	-13	-8	-6	13	-1
- Cn1nc2c(c1C(=O)O)CCCC2
    -3	8	-9	-6	-16	1	6	1
- COc1ccccc1/C=C/CN1CCC(Oc2ccc(C(=O)N3CCCCC3)cc2)CC1
    20	-5	5	-1	-7	-9	9	-2
- CSCCC(NS(=O)(=O)c1ccccc1F)C(=O)OCc1ccccc1Cl (stereo not drawn)
    10	-4	22	6	-9	-4	5	-1
- Cn1nccc1C(=O)N(CCN1CCCCC1)CC1CCCN(C2CCCC2)C1 (stereo not drawn)
    13	-6	2	4	-9	-6	2	2
- CCN(CC(=O)NC1CCS(=O)(=O)C1)C(=O)C(c1ccccc1)c1ccccc1 (stereo not drawn)
    -9	-4	4	7	1	-4	-1	1
- COc1ccccc1C(=O)Nc1ccc(Cc2ccncc2)cc1
    5	-6	-4	12	-23	-10	-3	2
- O=C(NCCCn1ccnc1)C1CCN(S(=O)(=O)c2ccc(F)cc2)CC1
    5	-19	4	6	-8	1	11	-1
- Cc1ccn2cc(C(=O)N3CCCC(Nc4ccc(F)cc4)C3)nc2c1 (stereo not drawn)
    3	-1	-2	7	-6	1	-2	0
- CCN1CCN(S(=O)(=O)c2ccc(Cl)c(C(=O)NC(C)(C)C)c2)CC1
    7	0	-17	12	0	-14	-2	0
- CCN(CC)CC(=O)Nc1ccc2c(c1)Nc1ccccc1CC2
    12	0	19	-32	-15	-5	-3	-2
- COc1ccc(NC(=O)c2cccc(S(=O)(=O)N(C)c3ccccc3)c2)cn1
    11	-5	2	-2	0	1	5	1
- COc1ccccc1N1CCN(C(=O)C2CCN(S(=O)(=O)c3ccccc3)CC2)CC1
    -20	-7	2	6	-14	0	2	3
- COc1ccc(NC(=O)c2c(C)noc2-c2snnc2C)cc1
    -8	-2	8	2	-9	2	-1	1
- CCOC(=O)c1c(N/N=C/c2cccnc2)n[nH]c1C
    -20	-5	-8	-1	1	5	-2	2
- CCc1ccc2oc(=O)cc(CN3CCN(c4ccc(F)cc4)CC3)c2c1
    11	-3	-7	9	-15	-5	-7	-1
- O=C(Nc1cccc2ncccc12)c1cc2ccccc2o1
    12	-1	-5	1	0	-5	4	1
- Clc1ccccc1Cc1noc(CN2CCCCC2c2ccccn2)n1 (stereo not drawn)
    4	-1	4	12	-6	0	-6	-1
- CCCCC(CCC(=O)Nc1ccn(-c2ccccc2)n1)C(=O)O (stereo not drawn)
    -15	0	-2	10	-11	0	7	2
- O=S(=O)(c1ccccc1)N1CCN(c2nc3ccccc3s2)CC1
    16	-5	-2	4	-16	-7	-15	0
- O=C(c1cc([N+](=O)[O-])ccc1N1CCN(S(=O)(=O)c2ccc(Cl)c(Cl)c2)CC1)N1CCOCC1
    9	4	0	6	-2	-5	4	-3
- CCNC(=O)NC(=O)C(C)Sc1ccc2c(c1)OCCO2 (stereo not drawn)
    -5	-3	-2	20	6	6	0	0

Full records as entered above. Order of values: Apaf1 inhib | APOBEC3G inh | UBC13 polyUb | SENP8 block-1 | SENP6 inh | SENP8 block-2 | SENP7 block | SENP1 inh
`CCOC(=O)c1c(N/N=C/c2cccnc2)n[nH]c1C` across the screens: -20 | -5 | -8 | -1 | 1 | 5 | -2 | 2
`O=C1/C(=C\c2cccnc2)SC(=S)N1C1CCS(=O)(=O)C1` (stereo not drawn) across the screens: -7 | -2 | -23 | 10 | 0 | -10 | 0 | 1

Continuation:
Each structure is followed by: Apaf1 inhib	APOBEC3G inh	UBC13 polyUb	SENP8 block-1	SENP6 inh	SENP8 block-2	SENP7 block	SENP1 inh
- Cc1ccc(-n2[nH]c(C)c(/C=N/c3ccccn3)c2=O)cc1
    -18	-5	-1	9	-24	-3	2	2
- O=C(Cn1cnc2ccccc21)c1ccc(Cl)cc1
    -9	-4	-4	16	-7	-5	13	0
- O=C(CSc1nnc(-c2ccc([N+](=O)[O-])cc2)o1)Nc1ccccn1
    10	-14	-11	-10	-5	-7	-12	-1
- Cc1ccc(CNC(=O)CO/N=C/c2ccc(C(C)(C)C)cc2)cc1
    21	-3	-9	12	-20	-10	-10	-2
- COCCNc1nc(Cl)c(C#N)s1
    5	1	-8	2	5	0	0	-1
- Cc1ccc(OCC(=O)O/N=C(\N)Cc2ccc([N+](=O)[O-])cc2)cc1C
    9	-5	0	19	-17	-11	3	3
- COc1ccc(/C(N)=N/OC(=O)CCCc2ccccc2)cc1
    9	-10	18	22	-17	-5	2	0
- C=C(C)C1Cc2cc3ccc(=O)oc3cc2O1 (stereo not drawn)
    -10	-1	14	-289	-6	2	-1	3
- Cc1c(C#N)c2ncn(Cc3ccccc3)c(=O)c2n1-c1ccccc1
    6	2	-1	27	-6	2	-1	2
- O=C1c2ccccc2CN1CCNS(=O)(=O)c1ccc(Cl)cc1
    2	-4	3	8	-13	2	-8	2
- Cc1cc(C)cc(NC(=O)Cn2nnc(C(=O)NCc3ccc(F)cc3)c2N)c1
    3	-2	-5	8	-27	-3	-8	-1
- Cc1ccc(Cn2nnnc2CN2CCC(O)(c3ccc(F)cc3)CC2)cc1
    10	-1	-6	0	-2	-9	11	-2
- Cc1ccccc1NC(=O)c1ccc(F)c(S(=O)(=O)N2CCCCC2)c1
    0	-4	5	9	-9	-8	-4	3
- Cc1nc(NC(=O)c2ccco2)sc1-c1csc(Nc2ccc(Cl)cc2)n1
    4	7	0	-235	6	-1	8	-26
- COc1ccc(-n2cc(CNC(C)c3ccncn3)c(-c3cccc(F)c3)n2)cc1 (stereo not drawn)
    9	4	6	-11	-41	-8	-7	0
- COc1ccc(C(O)(CCC(C)C)C(CN2CCOCC2)c2ccccc2)cc1 (stereo not drawn)
    18	-6	6	12	2	6	0	0
- CC(=O)N1CCN(CC(O)Cn2c3ccccc3c3ccccc32)CC1 (stereo not drawn)
    -2	-12	2	-15	-6	-10	-6	2
- O=C(O)CCCN=Cc1c(O)c2ccccc2oc1=O
    -7	0	-1	20	9	3	-2	1
- O=C(NC1CCCC1)C(c1ccccn1)N(C(=O)c1csnn1)C1CCCCC1 (stereo not drawn)
    2	-8	-1	20	-4	1	0	1
- Cc1cccc(NC(=O)c2cc3c(=O)n4ccccc4nc3n(CC(C)C)c2=N)c1
    11	-6	-3	-10	4	-3	9	-78
- Cc1cc(Cl)ccc1OCC(=O)NC1CCCC1
    -6	-1	-8	16	-15	-8	-24	1
